APJ agonist = agonists of human apelin receptor APJ, primary screen, CHO-K1 cells, PathHunter beta-arrestin, luminescence; P35414; 0% DMSO wells, 100% apelin; activation, % at 20 µM; 330,000 compounds, 0.11% hits;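 active = activation more than six SD over the plate average, tested at 20 µM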;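 also: 0% = DMSO alone and 100% = apelin-13 at 10 nM; some results filed as inactive read as strong as hits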
Target sequence (P35414 whole entry, looked up): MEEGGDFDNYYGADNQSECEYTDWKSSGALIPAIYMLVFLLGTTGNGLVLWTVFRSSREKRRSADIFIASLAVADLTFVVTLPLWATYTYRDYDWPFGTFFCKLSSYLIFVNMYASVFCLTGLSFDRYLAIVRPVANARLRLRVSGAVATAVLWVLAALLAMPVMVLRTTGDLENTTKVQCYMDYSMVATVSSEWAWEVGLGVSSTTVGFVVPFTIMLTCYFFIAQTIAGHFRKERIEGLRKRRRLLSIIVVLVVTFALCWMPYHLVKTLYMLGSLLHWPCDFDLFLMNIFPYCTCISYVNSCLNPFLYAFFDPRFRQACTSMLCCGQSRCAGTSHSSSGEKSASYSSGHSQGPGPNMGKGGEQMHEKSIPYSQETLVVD
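Assay system – PathHunter CHO-K1 APJ (AGTRL-1) beta-arrestin reporter cells · Compound – one dose, 20 µM compound, 1% DMSO · Timing – compound 90 min 25 °C, reagent 1 h · Measured by – luminescence from split beta-galactosidase complementation, Galacton Star/Emerald II substrate · Measure – beta-arrestin recruitment to APJ as agonist activity, luminescent signal · Benchmarks – DMSO vs Apelin-13 10 nM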
NALP3 yeast inh = NALP3 inflammasome inhibitors in reconstituted yeast, primary screen, luminescence, uHTS | Yeast reconstituted NLRP3/ASC/caspase-1, beta-gal luminescence, 24 h | inhibition, % at 10 µM | 330,000 compounds, 0.39% hits | AID 2825, 2010;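 active = inhibition of 50% or more; inactive = inhibition below 50%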;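 also: plate controls were induced DMSO wells for no effect and uninduced yeast grown without galactose for full effect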
beta cell repl = inducers of MIN6 beta-cell proliferation, primary screen, ATP luminescence, uHTS | MIN6 cells proliferation, ATPlite luminescence, 48 h; cells starved in 0.2% serum; 100% = growth in 10% serum | 330,000 compounds, 0.29% hits | proliferation, % at 10 µM;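 active = compounds whose signal lies at least 3.5 SD above the mean of all wells on their plate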;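 also: 0% = DMSO-treated cells in low-serum medium and 100% = 10% serum control; some compounds called inactive have numbers as strong as hits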
TIM10 inh = growth inhibitors of isogenic TIM10 control yeast, primary screen, counter-screen for tim10-1 yeast inhibitor project, luminescence, uHTS; 330,000 compounds, 1.4% hits; S. cerevisiae TIM10 strain growth, BacTiter-Glo luminescence, 24 h; AID 463195, 2010; inhibition, % at 10 µM;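 active = inhibition of 40% or more at the single tested concentration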;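 also: wild-type TIM10 isogenic control strain grown at permissive 25 °C; 0% = DMSO yeast wells and 100% = minimal medium wells without yeast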
tim10-1 inh = growth inhibitors of tim10-1 mutant yeast, primary screen, luminescence, uHTS; S. cerevisiae tim10-1 ts strain growth, BacTiter-Glo, 24 h; inhibition, % at 20 µM; 330,000 compounds, 2.2% hits;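 active = inhibition of at least 40%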;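 also: mutant grown at 25 °C; 0% = DMSO wells with yeast and 100% = wells holding no yeast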
NR3A LBD binder = binders of NR3A ligand-binding domain, primary screen, biophysical, differential scanning fluorimetry, uHTS; Tm shift relative to glycine control, % at 25 µM; 340,000 compounds, 2.5% hits; Glutamate receptor ionotropic, NMDA 3A (GRIN3A) ligand-binding domain; NR3A LBD differential scanning fluorimetry, Tm shift; 0% = protein alone, 100% = glycine-bound protein;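 active = melting temperature shift of at least 10% of the positive control shift, at one fixed dose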
MPTP inh = mitochondrial permeability transition pore inhibitors, primary screen, biochemical, isolated mouse mitochondria, absorbance; inhibition, % at 10 µM; Ca2+ swelling absorbance, 30 min; 360,000 compounds, 1.4% hits;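 active = inhibition of 50% or more, scaled per plate between neutral and stimulator controls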;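 also: 0% = DMSO wells given calcium and 100% = 1 mM EGTA wells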
tim23-1 inh = growth inhibitors of tim23-1 mutant yeast, primary screen, luminescence, uHTS | S. cerevisiae tim23-1 growth, BacTiter-Glo luminescence, 24 h | AID 463212, 2010 | inhibition, % at 20 µM | 330,000 compounds, 1.3% hits;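 active = growth inhibition of the mutant yeast at or above 50%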;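 also: temperature-sensitive mutant grown at 25 °C; plate controls were DMSO-treated mutant yeast for no effect and medium wells lacking yeast for full effect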
APJ antagonist = antagonists of human apelin receptor APJ, primary screen, CHO-K1 cells, beta-arrestin complementation, luminescence | 330,000 compounds, 0.32% hits | P35414 | AID 2521, 2010 | inhibition, % at 20 µM;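 active = inhibition above about 40% at 20 µM, limit read from the data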;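 also: cells challenged with 10 nM apelin-13 agonist together with compound; plate controls were apelin-13 plus DMSO wells for no effect and DMSO wells lacking apelin-13 for full effect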
Numbers without * were called inactive; . = not tested or not shown.

compound	APJ agonist	NALP3 yeast inh	beta cell repl	TIM10 inh	tim10-1 inh	NR3A LBD binder	MPTP inh	tim23-1 inh	APJ antagonist
c1ccc2c(Cn3nnc4ccccc43)cccc2c1	-2	26	0	-38	10	11*	-0.2	27	0
CCOc1ccc(C(=O)CCC(=O)Nc2ccncc2)cc1	0	15	2	14	28	-2	-1.7	12	-11
COc1cc(C(=O)NCC(=O)NNC(=O)CN(C)S(=O)(=O)c2ccc(Cl)cc2)cc(OC)c1OC	-2	3	-2	-3	-7	-1	-0.4	-11	-7
CSc1n[nH]c(/N=C/c2oc(O)c3ccccc23)n1	-5	-6	-4	11	18	-3	0.2	-8	15
O=C(Nc1ccc(Cc2ccc(NC(=O)C3CC3)cc2)cc1)C1CC1	-3	16	-1	-7	-17	3	0.3	-3	2
O=C(Nc1cc(C(F)(F)F)cc(C(F)(F)F)c1)Nc1cnn(-c2ccc([N+](=O)[O-])cc2)c1C(F)(F)F	6	9	-1	23	10	-4	88*	9	7
COC(=O)c1ccc(CN(C(=O)N2CCN(C)CC2)S(=O)(=O)c2ccc(C)cc2)cc1	-4	-3	-1	6	-6	4	-0.3	-11	3
CN(C)c1ccc(/C=N/NC(=O)CCc2nc3ccccc3[nH]2)cc1	-1	18	2	-27	-13	1	1.0	7	-5
CC(=O)Nc1cc(S(=O)(=O)Nc2cccc(C)c2)c(C)cc1C	2	22	-2	-2	-5	-1	0.0	-1	-3
CSc1nnc(Cc2cc(=O)[nH]c(=O)[nH]2)n1-c1cc(C)ccc1C	0	7	-2	2	3	3	-1.0	-38	2
CC(C)COc1cccc(C(=O)NC(=S)Nc2cccc(NC(=O)c3ccccc3Cl)c2)c1	-1	14	-5	-23	-4	0	0.3	-25	-10
CCCCn1c(C)cc(/C=C(\C#N)C(=O)O)c1C	-2	-1	0	-3	9	-4	-7.1	10	-11
CCc1nn(C(C)C(=O)NCCc2ccc(OC)c(OC)c2)c(=O)c2cc3occc3n12 (stereo unspecified)	-2	2	1	14	4	0	-6.1	8	14
O=C(c1cc(S(=O)(=O)N2CCOCC2)c(Cl)cc1Cl)N1CCCCC1	2	12	-3	0	-7	-5	-1.8	13	1
Cc1cc(C)nc(N2CCC(C(=O)NCc3cccs3)CC2)n1	-4	1	-3	-14	20	0	-0.1	-10	8

Next section:
compound	APJ agonist	NALP3 yeast inh	beta cell repl	TIM10 inh	tim10-1 inh	NR3A LBD binder	MPTP inh	tim23-1 inh	APJ antagonist
CC1Cc2cc(S(=O)(=O)N3CCN(c4ccccc4F)CC3)ccc2N1C(=O)C1CC1 (stereo unspecified)	-3	3	-5	38	14	-5	1.7	46	8
COc1ccccc1NS(=O)(=O)c1ccc(NC(=O)N2CCCCC2)cc1	-2	6	8	9	-9	13*	0.1	-11	0
CC1CC1c1ccc(/C=C(\C#N)C(=O)Nc2ccccc2Cl)o1 (stereo unspecified)	3	5	0	20	32	-3	2.3	29	14
Cc1ccccc1N(C(=O)CNC(=O)c1ccco1)C(C(=O)NC1CCCCC1)c1ccncc1 (stereo unspecified)	-2	11	1	-13	3	0	-0.4	-9	-4
COC(=O)c1ccc(NC(=O)CN2CCN(c3cccc(Cl)c3)CC2)cc1	-3	37	-1	15	-15	-2	-9.8	-5	1
COc1ccc(C(=O)Nc2nc(-c3ccccn3)cs2)cc1S(=O)(=O)N1CCOCC1	0	14	-5	11	18	-5	-3.2	9	0
CCOC(=O)C1(c2nc(N)cs2)COC(=O)C1 (stereo unspecified)	-2	-17	-1	-1	9	-2	0.3	-4	6
CCCCOc1ccc(NC(=O)C(=O)NCCCn2ccnc2)cc1	3	3	3	-7	8	-1	-0.5	9	0
Cc1c(N)ccc(-n2nc3ccccc3n2)c1C	4	17	-1	14	-5	1	1.6	9	5
O=C(COc1ccc(Cl)cc1Cl)N1CCCC1	-1	-18	-4	16	14	-2	-1.4	13	12
Cc1cccc(C(C)Nc2ccc([N+](=O)[O-])cn2)c1 (stereo unspecified)	-3	1	-1	28	31	-1	3.4	30	3
O=C(NCCF)[C@H]1C[C@@H]1[C@H](NP(=O)(c1ccccc1)c1ccccc1)c1ccccc1	-4	10	-2	7	-11	-3	0.5	9	23
Cc1ccc(N2C(=O)CS(=O)(=O)CC2=O)cc1	-3	9	-1	0	12	-3	-1.2	12	-19
CCCOC(=O)c1ccc(Cl)c(NC(=O)c2cccnc2)c1	-1	3	-1	11	25	.	.	15	8
Cc1ccc(S(=O)(=O)NC(C)c2ccccc2)cc1[N+](=O)[O-] (stereo unspecified)	4	12	-2	7	10	-2	2.3	16	-11

3 of the entries above in order of the NR3A LBD binder value, largest number first.
SMILES | NR3A LBD binder
Cc1c(N)ccc(-n2nc3ccccc3n2)c1C | 1
COC(=O)c1ccc(NC(=O)CN2CCN(c3cccc(Cl)c3)CC2)cc1 | -2
Cc1ccc(N2C(=O)CS(=O)(=O)CC2=O)cc1 | -3

Further compounds.
compound	APJ agonist	NALP3 yeast inh	beta cell repl	TIM10 inh	tim10-1 inh	NR3A LBD binder	MPTP inh	tim23-1 inh	APJ antagonist
N#C/C(=C(/O)CCl)c1nc2ccccc2[nH]1	-7	7	-7	-2	-4	-3	-0.2	-6	53*
CCN(CC)CCCN1C(=O)C(O)=C(C(=O)c2ccco2)C1c1ccc(OC(C)C)cc1 (stereo unspecified)	2	3	-1	17	13	4	-0.8	28	-15
O=C(Cc1ccc2c(c1)OCCO2)N1CCN(S(=O)(=O)c2cccs2)CC1	0	0	-3	-7	23	0	0.0	6	12
NC(=O)CSc1nnc(NC(=O)c2ccc(S(=O)(=O)N3CCCCC3)cc2)s1	-1	11	-4	-12	3	0	2.2	-13	0
CC1CCCC(C)N1CC(O)Cn1c2ccccc2c2ccccc21 (stereo unspecified)	0	16	-1	-8	-12	1	1.1	-12	10
COc1ccc(S(=O)(=O)N2CCOC2CNC(=O)C(=O)NCCN2CCOCC2)cc1C (stereo unspecified)	-2	8	-1	5	-15	4	-0.7	-8	17
O=C(NNC(=O)c1csc(-c2cnccc2C(F)(F)F)n1)c1ccc(C(F)(F)F)cc1	0	19	-2	-10	-36	1	1.8	1	10
CC1(C)CC(NC(=O)C23CCC(C)(C2Br)C3(C)C)CC(C)(C)N1 (stereo unspecified)	0	-10	-3	12	1	2	-0.4	15	8
Cc1ccc(NC(=S)NCCc2ccc(S(N)(=O)=O)cc2)cc1C	-2	12	0	9	15	0	0.0	-3	0
CCC(=O)N1CCN(c2ccc(NC(=S)NC(=O)c3cccc([N+](=O)[O-])c3)cc2)CC1	-6	16	-4	-4	1	-1	2.7	0	16
CC1Sc2ccc(S(=O)(=O)CCC(=O)NCc3ccccc3)cc2NC1=O (stereo unspecified)	-2	5	-1	4	12	0	-2.0	12	10
CCOc1ccc(-n2c(C)cc(/C=N/N(C)C)c2C)cc1	-4	11	-6	1	6	-2	0.0	11	-8
Cn1c(SCc2ccccn2)nnc1-c1cnccn1	-2	2	-3	1	-3	0	-0.1	0	-3
CCOc1ccc(CC2S/C(=N/N=C/c3ccco3)NC2=O)cc1 (stereo unspecified)	-2	23	0	13	-2	-5	-0.5	-8	21
O=C(CCNS(=O)(=O)c1ccc(Cl)cc1)NCc1cccnc1	-4	2	0	-2	5	-1	-3.0	-4	7

Following part.
compound	APJ agonist	NALP3 yeast inh	beta cell repl	TIM10 inh	tim10-1 inh	NR3A LBD binder	MPTP inh	tim23-1 inh	APJ antagonist
Cc1cccc(C)c1NC(=O)CSc1nnc(-c2cccnc2)o1	-4	17	0	3	7	0	-2.2	-5	14
CC(C(=O)NN=C(c1ccccc1)c1ccccc1)N1CCOCC1 (stereo unspecified)	-5	-2	1	17	16	0	0.9	16	21
CCN(CC)S(=O)(=O)c1ccc(S(=O)(=O)N2CCN(C(=O)c3ccco3)CC2)cc1	-4	-8	2	-5	8	-2	8.9	-1	5
CC1CCCCN1C(=O)CSc1nc(-c2ccccc2)cc(=O)[nH]1 (stereo unspecified)	-3	-1	-3	10	17	6	-1.1	15	-9
Cc1nc2ccccc2c(=O)n1NC(=O)c1cncc(Br)c1	-2	17	-3	-3	1	2	-0.8	-2	10
O=C(CN1C(=O)CCC1=O)Nc1ccc(Cc2ccc(NC(=O)CN3C(=O)CCC3=O)cc2)cc1	-1	-3	0	1	-3	4	-0.2	-15	-20
O=C(O)c1cnc(-c2ccccc2)nc1C(F)(F)F	-1	0	-4	3	-9	1	-1.2	-1	4
Oc1ccc(-c2nccc(-c3ccc(Br)cc3)n2)cc1	2	-4	-6	41*	47*	37*	2.7	44	0
CC(C)Oc1ccc(/C=C/C(=O)NCC2COc3ccccc3O2)cc1 (stereo unspecified)	-4	20	-2	11	18	-4	10	47	-21
COc1ccc(CCN(C)C(=O)CCCN2C(=O)c3cccc4cccc(c34)C2=O)cc1OC	7	12	8	20	8	2	-0.2	23	4
O=C(COC(=O)c1ccccc1Br)Nc1ccccc1F	-2	7	-1	1	3	2	2.1	24	8
CCOC(=O)N1CCN(C(=O)CCSc2ccc(C)cc2)CC1	1	25	1	-5	17	0	1.0	11	14
Cc1ccc(C(=O)NCc2ccccn2)o1	-3	1	0	2	12	-1	-1.0	2	-3
CCCc1cc(=O)oc2cc(OCC(=O)NCCCN3CCOCC3)ccc12	1	10	-5	4	-7	0	0.0	-3	28
